NPSR antag: blocks cAMP signaling of the human neuropeptide S receptor. actives 1% (n = 220,000). CHO-NPSR cells, cAMP TR-FRET, antagonist mode. Q6W5P4. Potency, µM (series often up to 38.3 µM), for inactives: at the top dose activity change, negative = inhibition, most hits filed as inhibitors; also: potency is read from the fitted curve at half-maximal effect; % is scaled to controls: 0 for no effect and ±100 for the full control effect; nearly all actives have a fitted effect of over 50% in size; many of its hits are not listed in these tables
Target sequence (Q6W5P4 whole entry, looked up): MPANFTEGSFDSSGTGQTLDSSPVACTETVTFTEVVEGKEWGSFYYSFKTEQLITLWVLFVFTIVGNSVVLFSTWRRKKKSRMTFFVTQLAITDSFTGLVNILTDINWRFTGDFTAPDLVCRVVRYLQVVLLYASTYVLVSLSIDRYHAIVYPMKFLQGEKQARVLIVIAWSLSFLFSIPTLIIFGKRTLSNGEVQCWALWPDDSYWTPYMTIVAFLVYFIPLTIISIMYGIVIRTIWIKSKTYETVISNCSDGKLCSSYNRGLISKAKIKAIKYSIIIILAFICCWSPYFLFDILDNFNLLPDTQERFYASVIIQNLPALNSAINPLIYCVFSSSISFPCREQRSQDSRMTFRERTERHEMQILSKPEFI
TRb-SRC2 inh: inhibitors of human thyroid hormone receptor beta-SRC2 interaction. AID 1469. actives 0.065% (n = 280,000). TRbeta-SRC2 peptide binding, fluorescence polarization; receptor liganded with 1 µM T3. P10828. Potency, µM (top dose mostly 106 µM), inactives show at the top dose activity change, negative = inhibition, actives largely listed as inhibitors;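 also: potency is read from the fitted curve at half-maximal effect; plate controls were bound peptide for no effect and peptide without receptor for full effect; nearly all actives have a fitted effect of over 50% in size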
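Binding of a 20-amino-acid Texas Red SRC2 peptide (20 nM) to TRb ligand-binding domain (0.6 uM) with agonist T3 at 1 uM was followed by fluorescence polarization after a 5 hr room-temperature incubation.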
CBFb RUNX1 block: CBF-beta/RUNX1 interaction disruption. Q01196+Q13951. AlphaScreen CBFb-His/RUNX1-biotin binding, biochemical. Potency, µM (series often up to 59.8 µM), for the others: top-dose activity, negative = inhibition, most hits filed as inhibitors. 230,000 tested, under 10 active; also: % of control where 0% means no effect
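AlphaScreen binding: CBFb-His and RUNX1-biotin (30 nM each) preincubated 20 min, compound added for 15 min, then nickel and streptavidin beads for 90 min, all at room temperature. Disruption of the interaction by any mechanism counts as activity.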
Tau fibril FP: tau fibrillization inhibition (FP) | P10636 | K18 P301L tau heparin fibrillization, Alexa594 FP, 6 h | Potency, µM (titrated, usually from 57.7 µM), without a hit: at the top dose activity, negative = inhibition, hits mostly inhibitors | actives 0.39% (n = 280,000) | AID 1468; also: potency is read from the fitted curve at half-maximal effect; % is scaled to controls: 0 for no effect and ±100 for the full control effect; nearly all actives have a fitted effect of over 55% in size
Target sequence (P10636 561-689 P618L limits assumed): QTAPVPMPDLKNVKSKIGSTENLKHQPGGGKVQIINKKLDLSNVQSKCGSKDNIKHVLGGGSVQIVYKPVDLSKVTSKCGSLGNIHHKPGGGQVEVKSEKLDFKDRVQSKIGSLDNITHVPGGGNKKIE
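FP of Alexa 594-tau after heparin (20 uM) induction. Substrate: human K18 P301L, 15 uM unlabeled, 0.24 uM labeled. Buffer 100 mM sodium acetate pH 7. 6 hr, 37 C.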
Epigenetic derep: regulators of epigenetic silencing causing reporter derepression in mouse cells; murine LDR cells, GFP reporter derepression, 30 h; Potency, µM (top dose mostly 53.9 µM), inactives show at the highest dose GFP activation, most hits filed as activators; actives 0.2% (n = 280,000); also: potency is read from the fitted curve at half-maximal effect; % of control where 0% means no effect; nearly all actives have a fitted effect of over 60% in size
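GFP-positive cell count by laser-scanning cytometry (objects 20–120 um) after 30 h, 37 C compound exposure of murine LDR cells; reporter is CMV-GFP integrated at a silenced locus, inducible by HDAC or DNMT inhibitors.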
aGal spleen mod: alpha-galactosidase A (human) modulation. Potency, µM (titrated, usually from 80 µM), for inactives: at the highest dose activity change, negative = inhibition, hits mostly inhibitors. AID 2107. human spleen homogenate, 4MU-alpha-Gal fluorescence, 40 min. actives 0.008% (n = 240,000). P06280;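 also: potency is read from the fitted curve at half-maximal effect; 0% = enzyme with vehicle and -100% = no enzyme basal signal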
Target sequence (P06280 32-429 limits assumed): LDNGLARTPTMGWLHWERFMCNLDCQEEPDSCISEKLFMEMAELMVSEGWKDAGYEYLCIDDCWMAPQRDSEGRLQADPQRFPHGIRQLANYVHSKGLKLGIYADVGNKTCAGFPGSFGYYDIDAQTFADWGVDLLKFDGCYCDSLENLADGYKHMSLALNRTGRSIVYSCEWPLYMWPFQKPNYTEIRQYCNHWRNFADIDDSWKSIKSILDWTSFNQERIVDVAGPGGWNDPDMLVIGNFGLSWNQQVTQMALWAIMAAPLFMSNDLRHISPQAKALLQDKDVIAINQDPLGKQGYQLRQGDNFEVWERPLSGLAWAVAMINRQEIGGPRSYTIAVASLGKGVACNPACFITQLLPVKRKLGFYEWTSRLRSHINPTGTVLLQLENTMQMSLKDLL
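Spleen homogenate 1 ug + cpd (titration) + 4-MU-alpha-D-galactopyranoside 1 mM; 37C 40 min; 50 mM citrate/phosphate pH 5.0, 0.01% Tween-20; stop pH 10; fluorescence 365/440; AC50 via Hill.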
TexasRed fluor: alters Texas Red total fluorescence, flagging assay interference; actives 0.29% (n = 280,000); TRb/SRC2 Texas Red total fluorescence interference; Potency, µM (doses to about 106 µM), without a hit: at the highest dose fluorescence change, negative = quenching; AID 1479; active = well fitted curve in either direction with a large enough effect; inconclusive = small, poorly fitted or top-dose-only effect; also: potency is read from the fitted curve at half-maximal effect; % is scaled to controls: 0 for no effect and ±100 for the full control effect
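Human TRb ligand-binding domain at 0.6 uM with 20 nM Texas Red SRC2 peptide in Tris buffer containing 1 uM T3 and 5% DMSO, incubated with compound 5 h at ambient temperature. Total fluorescence (555/632 nm) calculated as parallel + 2 × perpendicular.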
Tau fluor cs: counter-screen for tau fibril formation inhibitors | actives 0.93% (n = 280,000) | tau K18 P301L Alexa594 fluorescence, heparin fibrillization | Potency, µM (series often up to 57.7 µM), for inactives: at the top dose activity change, negative = decrease; also: potency is read from the fitted curve at half-maximal effect; % is scaled to controls: 0 for no effect and ±100 for the full control effect; nearly all actives have a fitted effect of over 55% in size
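Human tau K18 P301L (15 uM unlabeled, 0.24 uM Alexa 594-labeled) in 100 mM sodium acetate pH 7 with 20 uM heparin, 6 hr at 37 C. ThT 30 uM added, 1 hr ambient; Alexa 594 FP and total fluorescence read at 555/632 nm.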
An asterisk follows results filed as active; ? = inconclusive; · = no result given; & = joins results of further samples; [ ] = dose if it differs, or a comment. Unless noted, calls follow the shape of the dose curve; as a rule, active = well fitted curve in the direction sought with a large enough effect; inconclusive = small, poorly fitted or top-dose-only effect, or another doubt; inactive = no such curve, though single readings can be large; an effect the other way counts as inactive or inconclusive. This is a subset. The share of hits here may be higher or lower than overall.

SMILES	NPSR antag	TRb-SRC2 inh	CBFb RUNX1 block	Tau fibril FP	Epigenetic derep	aGal spleen mod	TexasRed fluor	Tau fluor cs
Cc1ccc(S(=O)(=O)N2CCOCC2)cc1NC(=O)COC(=O)C1COc2ccccc2O1 (stereo unspecified)	19%	3%	13%	1%	-1.1%	-5%	1%	-2%
CCOC(=O)c1ccc(S(=O)(=O)Nc2ccccc2-c2nnn(CC)n2)cc1	-18%[46.1 µM]	4%	29%	-1%	1.3%	-4%	5%	-18%
O=C(Nc1ccc2c(c1)OCO2)C1CCCN1C(=O)OCc1ccccc1 (stereo unspecified)	17%[46.1 µM]	5%	3%	0%	4.5%	1%	-1%	-7%
Cc1cccc2c(N=O)c(O)[nH]c12	4%	3%	7%	1%	-1.1%	-2%	-1%	-15%
CCOc1ccc(-c2nnc(SCC(=O)c3ccc(F)cc3)n2-c2ccccc2)cc1	·	-3%	·	-2%	4.3%	·	5%	-13%
CNC(=O)[C@H](C)[C@H]1C[C@]1(C)[C@H](NC(=O)OCc1ccccc1)c1ccccc1	·	3%	13%	-3%	-3.8%	4%	-4%	-9%
O=C(CNC(=O)c1cccs1)NCC(=O)OCc1cccc(Cl)c1	-1%[46.1 µM]	-15%	2%	-1%	-1.1%	0%	-1%	2%
O=C(CSc1ncc(-c2ccc(F)cc2)[nH]1)N1CCCCC1	-1%[46.1 µM]	-4%	6%	4%	0.0%	-12%	0%	-1%
NC(N)=NN=Cc1c(Cl)cccc1Cl	·	1%	4%&11%[21.7 µM]	1%	6.5%	3%	0%	-2%
COc1ccc(C(=O)NC=C2C(=O)OC(C)(C)OC2=O)cc1	17%	0%	?	7%	-2.9%	-5%	0%	2%
N#Cc1c(N)nc(N)nc1Nc1ccc(Br)cc1	44%	-9%	13%	4%	0.0%	-3%	-7%	-17%
Clc1ccc(N2CCN(Cc3cc4ccccn4n3)CC2)cc1	·	-5%	4%	·	·	-6%	0%	·
CC(=O)CC(=O)NC(=NC1CCCCC1)Nc1nc(C)cc(C)n1	-15%[46.1 µM]	6%	9%	0%	-0.9%	0%	-1%	-6%
Cc1ccc(CCN2CC(C(=O)NCCCN3CCN(C)CC3)CC2=O)cc1 (stereo unspecified)	3%[46.1 µM]	-1%	4%	-3%	1.7%	3%	2%	-4%
COC(=O)c1ccc(NS(=O)(=O)c2ccc3[nH]c4c(c3c2)CCCCC4)cc1	·	-7%	·	?	-1.3%	·	?	4µM*[quencher]

An excerpt from above in order of heavy-atom count, rising.
SMILES	NPSR antag	TRb-SRC2 inh	CBFb RUNX1 block	Tau fibril FP	Epigenetic derep	aGal spleen mod	TexasRed fluor	Tau fluor cs
Cc1cccc2c(N=O)c(O)[nH]c12	4%	3%	7%	1%	-1.1%	-2%	-1%	-15%
NC(N)=NN=Cc1c(Cl)cccc1Cl	·	1%	4%&11%[21.7 µM]	1%	6.5%	3%	0%	-2%
N#Cc1c(N)nc(N)nc1Nc1ccc(Br)cc1	44%	-9%	13%	4%	0.0%	-3%	-7%	-17%
COc1ccc(C(=O)NC=C2C(=O)OC(C)(C)OC2=O)cc1	17%	0%	?	7%	-2.9%	-5%	0%	2%
Clc1ccc(N2CCN(Cc3cc4ccccn4n3)CC2)cc1	·	-5%	4%	·	·	-6%	0%	·
O=C(CNC(=O)c1cccs1)NCC(=O)OCc1cccc(Cl)c1	-1%[46.1 µM]	-15%	2%	-1%	-1.1%	0%	-1%	2%
O=C(Nc1ccc2c(c1)OCO2)C1CCCN1C(=O)OCc1ccccc1 (stereo unspecified)	17%[46.1 µM]	5%	3%	0%	4.5%	1%	-1%	-7%
COC(=O)c1ccc(NS(=O)(=O)c2ccc3[nH]c4c(c3c2)CCCCC4)cc1	·	-7%	·	?	-1.3%	·	?	4µM*[quencher]
CCOc1ccc(-c2nnc(SCC(=O)c3ccc(F)cc3)n2-c2ccccc2)cc1	·	-3%	·	-2%	4.3%	·	5%	-13%
Cc1ccc(S(=O)(=O)N2CCOCC2)cc1NC(=O)COC(=O)C1COc2ccccc2O1 (stereo unspecified)	19%	3%	13%	1%	-1.1%	-5%	1%	-2%

More compounds follow.
SMILES	NPSR antag	TRb-SRC2 inh	CBFb RUNX1 block	Tau fibril FP	Epigenetic derep	aGal spleen mod	TexasRed fluor	Tau fluor cs
COc1ccc(Cn2c(SCC(=O)NCc3ccccc3)nc3ccccc32)cc1	·	3%	·	5%	-5.3%	·	-3%	-11%
O=C1CC(N2CCN(c3cccc(C(F)(F)F)c3)CC2)C(=O)N1c1ccc(F)cc1 (stereo unspecified)	-16%[46.1 µM]	-4%	-4%	-6%	5.1%	?	2%	-16%
CCCCOC(=O)CSc1nc(N)c(C#N)c(-c2ccc(OC)cc2)c1C#N	?	5%	12%	?	1.0%	-5%	-1%	?
O=C(O)C(Cc1ccccc1)N1C(=O)/C(=C/c2cccc3ccccc23)SC1=S (stereo unspecified)	-8%[46.1 µM]	11%	?	-6%	-12%	-21%	-4%	-16%
Cc1ccc(-c2csc(N3C(=N)SCC3=O)n2)cc1	0%	-6%	13%	5%	1.6%	12%	-1%	9%
CN(Cc1ccccc1)C(=O)Cn1ncc2c3ccccc3n(Cc3cccc(Cl)c3)c2c1=O	·	6%	·	-5%	-2.3%	·	-2%	-18%
COc1ccc(C(CNC(=O)c2oc3cc(C)c(C)cc3c2C)N2CCCCC2)cc1 (stereo unspecified)	·	2%	·	0%	-1.7%	·	1%	-10%
CC(C(=O)NC(C)(C)C)N(Cc1cccs1)C(=O)CCN1CCc2ccccc21 (stereo unspecified)	-22%	5%	-3%	2%	-1.1%	4%	3%	-20%
COc1cccc(OC)c1C(=O)Nc1ccc(CN2CCOCC2)cc1	-4%[46.1 µM]	-8%	2%	1%	-1.1%	-7%	0%	2%
Nn1c(-c2ccccc2Cl)nnc1-c1ccccc1Cl	-11%[46.1 µM]	3%	-1%	0%	2.6%	13%	0%	-14%
COc1cc(/C=C/C(=O)O)cc(S(=O)(=O)Nc2ccccc2SC)c1OC	15%	-2%[53 µM]	1%	1%	-1.3%	28%	-2%[53 µM]	7%
COc1ccc(S(=O)(=O)N2CCCC2)cc1C(=O)N1CCOCC1	17%	-2%	3%	-3%	1.3%	8%	-5%	-20%
O=C(CSc1nnc(-c2ccccc2)o1)c1cccc([N+](=O)[O-])c1	·	-8%	·	-9%	1.1%	·	11µM*[quencher]	-13%
COc1ccc(S(=O)(=O)Nc2ccccc2SC)cc1C	-22%[46.1 µM]	5%	16%	3%	0.0%	-7%	0%	-17%
Cc1c(Cl)cccc1NC(=S)N(CCCN1CCOCC1)Cc1ccco1	-20%	4%	1%	3%	-0.2%	4%	1%	-1%
O=C(c1ccco1)[C@@H]1[C@@H]2C(=O)N(c3ccc(Br)cc3)C(=O)[C@@H]2C2c3ccccc3C=CN21 (stereo partly specified)	-25%[46.1 µM]	-9%	-6%	-18%	-1.0%	-1%	1%	-29%
O=C(CN(C(=O)Cn1nnc(-c2ccc(F)cc2)n1)c1ccc(F)c(Cl)c1)NCC1CCCO1 (stereo unspecified)	-12%	7%	-2%	3%	1.2%	-1%	0%	0%
CCSC1=NN2CCS(=O)(=O)N=C2S1	14%	-8%	-22%	0%	1.3%	8%	-1%	-4%
Cc1ccsc1C1CC(=O)Nc2ccccc2S1 (stereo unspecified)	-10%	2%	3%	5%	-2.6%	-2%	-1%	-10%
O=C(COc1ccc(Cl)cc1)NCc1nnc(SCC(=O)Nc2ccc3c(c2)OCCO3)o1	-7%[46.1 µM]	5%	-2%	5%	-2.0%	-4%	0%	-10%
COc1cccc(C2(O)CC(C(F)(F)F)=NN2C(=O)c2ccccn2)c1 (stereo unspecified)	8%	-2%	-2%	3%	0.0%	8%	-7%	-3%
O=c1c2c(nc3cc(-c4ccc(F)cc4)[nH]n13)CCCC2	-18%[46.1 µM]	7%	19%	-4%	2.8%	5%	1%	2%
CN1CCN(C(=O)CCNC(=O)Cn2ccc3ccccc3c2=O)CC1	-5%[46.1 µM]	-3%	5%	-2%	-1.0%	5%	-4%	-5%
CCOC(=O)C1CCN(C(=O)c2ccc(Oc3cc(Cl)cc(Cl)c3)o2)CC1	-14%	4%	-2%	4%	0.0%	-4%	-3%	-2%
COc1ccccc1Cn1c(=O)[nH]c2cccnc21	-7%[46.1 µM]	-4%	3%	1%	3.9%	7%	-1%	-4%
O=C(CNC(=O)c1cc(=O)[nH]c2ccccc12)Nc1ccc(F)c(F)c1	11%	-1%	10%	-1%	0.0%	1%	-7%	-4%
Cn1c(CCNC(=O)c2ccco2)nc2cc(NC(=O)C3CCCCC3)ccc21	7%	8%	-2%	-13%	-1.0%	8%	1%	-3%
CNC(=O)Cc1csc2ccc(Cl)cc12	3%[46.1 µM]	7%	7%	2%	1.9%	1%	2%	-4%
C/C(=N\NC(=O)c1cccc(S(=O)(=O)N2CCOCC2)c1)c1ccco1	18%	5%	15%	-8%	0.0%	8%	-1%	2%
CCN(CC)c1ccc(NC(=O)c2cccnc2)c(C)c1	?	8%	-2%	5%	-2.3%	-2%	2%	-5%
CC(C)(C)c1ccc(C(=O)Oc2ccccc2CCC(=O)O)cc1	?	-3%	-6%	0%	-3.8%	5%	-2%	2%
CCOC(=O)c1c(C)[nH]c(C(=O)N/N=C/c2cccc(OC)c2)c1C	0%	3%	0%	-13%	0.0%	-7%	0%	-29%
C=CCNC(=S)Nc1ccc(OC(F)F)c(Cl)c1	2%	-1%	8%	-3%	-0.4%	6%	0%	-14%

In another format: two of the compounds above
> COc1ccc(C(CNC(=O)c2oc3cc(C)c(C)cc3c2C)N2CCCCC2)cc1 (stereo unspecified)
  NPSR antag = ·; TRb-SRC2 inh = 2%; CBFb RUNX1 block = ·; Tau fibril FP = 0%; Epigenetic derep = -1.7%; aGal spleen mod = ·; TexasRed fluor = 1%; Tau fluor cs = -10%

> COC(=O)c1ccc(NS(=O)(=O)c2ccc3[nH]c4c(c3c2)CCCCC4)cc1
  NPSR antag = ·; TRb-SRC2 inh = -7%; CBFb RUNX1 block = ·; Tau fibril FP = ?; Epigenetic derep = -1.3%; aGal spleen mod = ·; TexasRed fluor = ?; Tau fluor cs = 4µM*[quencher]

Screens: PubChem, National Center for Advancing Translational Sciences (NCATS)
